C8 TRAIL sens – viability loss with TRAIL in NB7+C8 cells, primary screen, TRAIL sensitizer project, cell-based, ATPlite luminescence; actives 1% (n = 360,000); inhibition (viability loss, TRAIL sensitization), % at 10 µM;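 active means compounds causing at least 50% loss of cell viability in the single-dose screen, relative to plate controls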
HIF-2a block – HIF-2a reporter inhibitors, primary screen, luminescence, 786-0 RCC cells. AID 624352, 2012. 786-0 RCC cells HIF-2a reporter, luciferase luminescence, overnight. actives 0.72% (n = 360,000). inhibition, % at 18.8 µM;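 active means inhibition of the luminescence signal of 40% or more relative to plate controls, in a single-dose primary screen at 18.75 µM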
The depositor's hits bear a star; & = joins results of further samples. An excerpt; count on the stated rates, not on these rows.

mol	C8 TRAIL sens	HIF-2a block
CN1CCN(C(=O)C[C@@H]2CC[C@@H]3[C@H](COC[C@@H](O)CN3Cc3cccc(Cl)c3)O2)CC1	5	3
CC(C)(C)NC(=O)C(C1CC1)n1c(=O)c(-c2ccco2)nc2ccccc21 (configuration not stated)	1	4
COC(=O)C[C@@H]1CC[C@@H](NC(=O)c2ccccc2F)[C@@H](CO)O1	7	3
COC(=O)C[C@H]1CC[C@@H](NC(=O)Nc2ccc(C(F)(F)F)cc2)[C@@H](CO)O1	-7	1
COC(=O)C[C@H]1CC[C@@H](NC(=O)Nc2ccc3c(c2)OCO3)[C@@H](CO)O1	-7	-5
COC(=O)[C@@]12C[C@@H](CC(=O)NCc3cccc(C(F)(F)F)c3)C(=O)N(Cc3ccccc3)C1=CCC(C)(C)C2	12	-16
CCCCNC(=O)C1C(c2ccc(OC)cc2)=Nc2ccccc2N1C(=O)c1cccnc1 (configuration not stated)	-3	-25
COC(=O)C1(C(=O)OC)Cc2ccccc2N(S(=O)(=O)c2ccc(C)cc2)C1CC(C)=O (configuration not stated)	-2	5
COC(=O)[C@@]12C[C@@H](CC(=O)N3CCC(c4ccccc4)CC3)C(=O)N(CCc3ccc(OC)c(OC)c3)C1=CCC(C)(C)C2	19	-1
Cc1cc(N2CCN(C(C(=O)NC3CCCC3)C(C)(C)C)CC2)c2ccccc2n1 (configuration not stated)	3	-3
CCOC(=O)N1CCN(C(=O)C[C@@H]2C[C@@]3(C(=O)OC)CC(C)(C)CC=C3N(Cc3cccc4ccccc34)C2=O)CC1	-1	9
Cc1cccc(C)c1NC(=O)C(c1ccnc2ccccc12)N1CCN(CCN(C)C)CC1 (configuration not stated)	-7	15

Next section.
mol	C8 TRAIL sens	HIF-2a block
CC(=O)Nc1cccc(-c2nc3ccccc3n2C(C(=O)NC(C)(C)C)C2CC2)c1 (configuration not stated)	2	-33
CCCCCCCCN1C(=O)[C@H](CC(=O)NCc2ccc(OC)c(OC)c2)C[C@@]2(C(=O)OC)CC(C)(C)CC=C12	-10	0
CCc1c(-c2ccc(Br)cc2)ncn1Cc1cccc(-c2ccccc2)c1	27	-5
Cc1cnc(-c2nc3ccccc3n2C(C(=O)NC(C)(C)C)c2ccncc2)cn1 (configuration not stated)	-6	-162
CCCCCCCCN1C(=O)[C@H](CC(=O)NCCCN2CCCC2=O)C[C@@]2(C(=O)OC)CC(C)(C)CC=C12	-8	11
CCCCOCCCNC(=O)C[C@@H]1C[C@@]2(C(=O)OC)CC(C)(C)CC=C2N(Cc2ccco2)C1=O	17	5
CCOC(=O)[C@]12CCCC=C1N(Cc1ccccc1)C(=O)[C@H](CC(=O)NCc1cccc(C(F)(F)F)c1)C2	-8	2
COC(=O)C1(C(=O)OC)C[C@H](c2ccc(OC)cc2)N(Cc2ccccc2OC)[C@@H]1c1cccs1	15&18	13&22
CC1(C(=O)Nc2ccc3c(c2)OCCO3)CN(S(C)(=O)=O)CC(=O)N1Cc1cccc(F)c1 (configuration not stated)	7	12
COc1ccc(C(=O)C(=O)N2CCN(c3ccccc3F)CC2)cc1	-4	-7
CC1(C(=O)Nc2ccc3c(c2)OCCO3)CSCC(=O)N1C1CCN(Cc2ccccc2)CC1 (configuration not stated)	-7	6
CC(=O)N1c2ccccc2N=C(c2ccc(C(F)(F)F)cc2)C1C(=O)NC1CCCC1 (configuration not stated)	-7	-17

In the list so far, these have nitrogen in an aromatic ring.
mol	C8 TRAIL sens	HIF-2a block
CC(C)(C)NC(=O)C(C1CC1)n1c(=O)c(-c2ccco2)nc2ccccc21 (configuration not stated)	1	4
CCCCNC(=O)C1C(c2ccc(OC)cc2)=Nc2ccccc2N1C(=O)c1cccnc1 (configuration not stated)	-3	-25
Cc1cc(N2CCN(C(C(=O)NC3CCCC3)C(C)(C)C)CC2)c2ccccc2n1 (configuration not stated)	3	-3
Cc1cccc(C)c1NC(=O)C(c1ccnc2ccccc12)N1CCN(CCN(C)C)CC1 (configuration not stated)	-7	15
CC(=O)Nc1cccc(-c2nc3ccccc3n2C(C(=O)NC(C)(C)C)C2CC2)c1 (configuration not stated)	2	-33
CCc1c(-c2ccc(Br)cc2)ncn1Cc1cccc(-c2ccccc2)c1	27	-5
Cc1cnc(-c2nc3ccccc3n2C(C(=O)NC(C)(C)C)c2ccncc2)cn1 (configuration not stated)	-6	-162

Next part.
mol	C8 TRAIL sens	HIF-2a block
COc1ccc(C(=O)C(OP(=O)(OC)OC)c2ccccc2OC)cc1 (configuration not stated)	-1	-2
CC(C)NC(=O)C1(C)CN(S(C)(=O)=O)CC(=O)N1CCCn1ccnc1 (configuration not stated)	-2	-5
CC(C)NC(=O)C1(C)CSCC(=O)N1Cc1cccc(F)c1 (configuration not stated)	-8	10
Cc1nc(NC(=O)c2ccccc2)sc1-c1cc(C(=O)NCCO)nn1Cc1ccccc1	3	0
COC(=O)[C@]12CCCCC=C1N(CCc1ccc(OC)c(OC)c1)C(=O)[C@H](CC(=O)NCc1ccccc1)C2	-7	6
CCC(C(=O)NC1CCCC1)n1c(-c2ccnc3ccccc23)nc2ccccc21 (configuration not stated)	3	10
O=C(C(=O)N1CCN(c2ccccc2)CC1)c1ccc2c(c1)OCO2	-12	-6
COC(=O)C1=CN(c2c(C)cc(C)cc2C)C(N)=C(C#N)C1c1cccc(F)c1 (configuration not stated)	3	4
CCC(C(=O)Nc1c(C)cccc1C)n1c(-c2cnc(C)cn2)nc2ccccc21 (configuration not stated)	1	4
Cc1ccc(S(=O)(=O)N2[C@@H](CO)CO[C@H]2CC(=O)c2cccc3ccccc23)cc1	-9	-15
CCOC(=O)N1CCN(C(C(=O)NC2CCCC2)c2cccc(OC)c2OC)CC1 (configuration not stated)	-1	4
O=C(N[C@H]1CC[C@H](CCNS(=O)(=O)c2ccc(Cl)cc2)O[C@@H]1CO)c1cccc(F)c1	4	-4

Fetched by structure from the list above:
mol	C8 TRAIL sens	HIF-2a block
CCC(C(=O)Nc1c(C)cccc1C)n1c(-c2cnc(C)cn2)nc2ccccc21 (configuration not stated)	1	4
O=C(C(=O)N1CCN(c2ccccc2)CC1)c1ccc2c(c1)OCO2	-12	-6
COc1ccc(C(=O)C(OP(=O)(OC)OC)c2ccccc2OC)cc1 (configuration not stated)	-1	-2
CCC(C(=O)NC1CCCC1)n1c(-c2ccnc3ccccc23)nc2ccccc21 (configuration not stated)	3	10
O=C(N[C@H]1CC[C@H](CCNS(=O)(=O)c2ccc(Cl)cc2)O[C@@H]1CO)c1cccc(F)c1	4	-4

(further entries)
mol	C8 TRAIL sens	HIF-2a block
O=C(C[C@H]1CC[C@@H](NC(=O)c2ccncc2)[C@@H](CO)O1)NCC1CC1	4	6
Cc1cc2c(cc1C)-n1nnnc1C(N(C)Cc1ccccc1)C(=O)N2 (configuration not stated)	25	14
Nc1sc(-c2ccccc2)cc1C(=O)N1CCN(c2ccccc2)CC1	-3	5
Cc1ccc(S(=O)(=O)N2C(c3cccc(Cl)c3)CC=C(C(=O)O)C2c2cccc(Cl)c2)cc1 (configuration not stated)	2	7
CC1(C(=O)Nc2ccc3c(c2)OCCO3)CSCC(=O)N1C1CC1 (configuration not stated)	8	13
COC(=O)C[C@@H]1OC[C@H](CO)N1S(=O)(=O)c1ccc(C)cc1	-7	2
CC(=O)N1CCN(C(C(=O)Nc2c(C)cccc2C)c2cccc(F)c2)CC1 (configuration not stated)	-1	2
Cc1noc(C)c1NC(=O)N1C[C@H](O)COC[C@H]2O[C@@H](CC(=O)NCC3CCCCC3)CC[C@@H]21	-2	-12
CCC(=O)Nc1ccc2c(c1)OC[C@@H](C)N(Cc1ccccc1F)C[C@@H](C)[C@@H](OC)CN(C)C2=O	-1	0
O=C(NCc1ccccc1)C(c1cccc2ccccc12)n1c(=O)c(-c2ccccc2)nc2ccccc21 (configuration not stated)	-8	17
CCCCCNC(=O)C(c1cccc2ccccc12)n1c(=O)c(-c2cc3ccccc3[nH]2)nc2ccccc21 (configuration not stated)	-1	-9
O=c1ccc(-c2nc3ccccc3n2C(CCc2ccccc2)c2nc3ccccc3[nH]2)c[nH]1 (configuration not stated)	6	1

Remaining list, next part:
mol	C8 TRAIL sens	HIF-2a block
COC(=O)[C@@]12C[C@@H](CC(=O)NCc3cccs3)C(=O)N(Cc3ccco3)C1=CCC(C)(C)C2	-11	4
COC(=O)[C@@]12C[C@@H](CC(=O)NCCc3ccccc3OC)C(=O)N(Cc3ccc4c(c3)OCO4)C1=CCC(C)(C)C2	-4	-6
CC(C(=O)NCc1ccccc1)n1c(CSCCOc2ccccc2)nc2ccccc21 (configuration not stated)	-7	-1
Cn1cc([C@]2(O)C(=O)Nc3ccc(F)cc32)c2ccccc21	2	20
COC(=O)C[C@@H]1C=C[C@@H](NC(=O)c2ccccc2F)[C@@H](CO)O1	-17	9
C#CCNC(=O)C[C@@H]1C[C@@]2(C(=O)OC)CC(C)(C)CC=C2N(CCc2ccc(OC)c(OC)c2)C1=O	6	0
COC(=O)C[C@H]1C=C[C@@H](NS(=O)(=O)c2ccc(C)cc2)[C@@H](CO)O1	-4	4
COc1ccc(CN2C(=O)CN(S(C)(=O)=O)CC2(C)C(=O)NCc2ccccc2)cc1OC (configuration not stated)	7	8
Cc1ccc(S(=O)(=O)N[C@H]2CCC[C@@H]2O)cc1	2	8
O=C(C[C@H]1C=C[C@H](NC(=O)c2ccccn2)[C@@H](CO)O1)NCc1cc(F)cc(F)c1	3	0
CC1=C2CCCC[C@@]23C2C(=O)N(C)C(=O)[C@@H]2ON3OC1 (some centres not stated)	7	-5
Cc1ccc(OCc2nc3ccccc3n2C(C(=O)Nc2c(C)cccc2C)C2CC2)cc1 (configuration not stated)	0	3

Other compounds
mol	C8 TRAIL sens	HIF-2a block
CO[C@@H]1CN(C)C(=O)c2cc(NC(=O)Nc3ccc(Cl)cc3)ccc2OC[C@H](C)NC[C@H]1C	4	0
CC(C)(C)NC(=O)C(c1ccc(-c2ccccc2)cc1)n1c(=O)c(-c2ccco2)nc2ccccc21 (configuration not stated)	-2	-95
CCCCNC(=O)C[C@@H]1C[C@@]2(C(=O)OCC)CCCC=C2N(CCC2=CCCCC2)C1=O	6	-1
COC(=O)[C@@]12C[C@@H](CC(=O)N3CCSCC3)C(=O)N(Cc3cccc4ccccc34)C1=CCC(C)(C)C2	10	-4
CC(=O)C[C@H]1SC[C@@H](C(C)C)N1S(=O)(=O)c1ccc(C)cc1	1	10
COC(=O)/C=C1\OCc2ccccc21	-9	-60
O=C(Cc1cc(C(F)(F)F)cc(C(F)(F)F)c1)Nc1c(-c2ccccc2)[nH][nH]c1=O	-11	-3
Cn1cc([C@]2(O)C(=O)N(c3ccccc3)c3ccccc32)c2ccccc21	-1	19
Cc1nc2ccc(C(=O)N3c4ccccc4N=C(c4ccc5c(c4)OCO5)C3C(=O)NCc3ccccc3)cc2[nH]1 (configuration not stated)	1	-33
O=S(=O)(N[C@@H]1CC[C@H](CCNS(=O)(=O)c2ccccc2Cl)O[C@@H]1CO)c1ccccc1	15	-1
O=C(Nc1ccc(F)cc1)C(c1cc2ccccc2o1)N1CCN(CC(=O)N2CCCC2)CC1 (configuration not stated)	-1	-13
CCCCNC(=O)c1nc(C2CCN(S(=O)(=O)c3c(OC)cccc3OC)CC2)oc1-c1ccccc1	7	6

(listing goes on)
mol	C8 TRAIL sens	HIF-2a block
COC(=O)[C@@]12C[C@@H](CC(=O)N3CCN(C(=O)C4CC4)CC3)C(=O)N(Cc3ccccc3)C1=CCC(C)(C)C2	-10	5
COc1cccc(C(C(=O)NCc2ccccc2)N2CCN(c3cccc(C)c3C)CC2)c1OC (configuration not stated)	16	-3
CCCC(=O)Nc1ccc2c(c1)C(=O)N(C)C[C@@H](OC)[C@H](C)CN(Cc1ccc(-c3ccccn3)cc1)[C@@H](C)CO2	-1	-16
COc1ccc(NC(=O)C(c2cc3ccccc3o2)n2c(=O)c(-c3cc4ccccc4[nH]3)nc3ccccc32)cc1 (configuration not stated)	-14	-83
Cc1cccc(C)c1NC(=O)C1(C)CSCC(=O)N1CCC(C)C (configuration not stated)	-15	9
Cc1ccc(S(=O)(=O)N2[C@@H](CO)CO[C@H]2CC(=O)c2ccc(F)cc2)cc1	-5	0

Assay outcomes: PubChem BioAssay, Sanford-Burnham Center for Chemical Genomics
